Compound activity deposited in PubChem BioAssay by several laboratories.
CHRM4 PAM: positive allosteric modulators of human muscarinic M4 receptor. CHO-K1 hM4/Gqi5, Fluo-8 calcium fluorescence, ACh EC20; 0% = ACh EC20, 100% = maximal ACh. hit rate 0.4% among 360,000. AID 624126. P08173. activation, % at 3 µM;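 active = activation above its plate's cutoff, the mean activation of sample wells plus 3 SD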; note: some results filed as inactive read as strong as hits
Target sequence (P08173 whole entry, looked up): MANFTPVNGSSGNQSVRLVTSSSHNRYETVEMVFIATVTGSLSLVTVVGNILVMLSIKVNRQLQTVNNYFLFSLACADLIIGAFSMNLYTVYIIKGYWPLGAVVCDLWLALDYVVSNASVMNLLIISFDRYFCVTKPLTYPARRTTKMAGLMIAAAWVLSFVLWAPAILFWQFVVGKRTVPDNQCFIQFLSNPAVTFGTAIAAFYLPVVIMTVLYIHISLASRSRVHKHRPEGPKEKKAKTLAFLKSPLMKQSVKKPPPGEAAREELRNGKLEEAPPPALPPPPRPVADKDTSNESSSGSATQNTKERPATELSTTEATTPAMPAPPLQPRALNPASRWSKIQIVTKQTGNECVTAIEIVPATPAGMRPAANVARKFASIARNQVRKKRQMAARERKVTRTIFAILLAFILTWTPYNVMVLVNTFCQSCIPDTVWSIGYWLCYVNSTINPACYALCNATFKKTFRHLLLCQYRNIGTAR
M4 ag: CHRM4 agonism in calcium assay | AID 624127 | hit rate 0.14% among 360,000 | P08173 | activation, % at 3 µM | CHO-K1 hM4/Gqi5, Fluo-8 calcium fluorescence; vehicle 0%, full acetylcholine response 100%;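 active = activation above the run mean over all test wells plus 3 SD, cut at about 32% in these data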;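 note: peak over basal fluorescence ratio per well then scaled between controls; 0% = DMSO wells and 100% = acetylcholine at EC100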
IDE inh: inhibits human insulin-degrading enzyme in HEK cells | FAbetaB cleavage, fluorescence polarization | inhibition, % at 5.59 µM | hit rate 0.41% among 320,000;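 active = percent inhibition above the average of all tested compounds plus 3 SD, set per screening campaign, cut at about 16% in these data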;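 note: IDE supplied by intact live HEK cells; FP after avidin binding of uncleaved biotin substrate so inhibition keeps polarization high; 0% = DMSO wells and 100% = 60 µM reference IDE inhibitor Ii1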
CRFR2-BP ag: CRF-BP/CRF-R2 complex agonism. activation, % at 13.2 µM. hit rate 0.46% among 350,000. HEK293 CRF-R2/CRF-BP, calcium dye fluorescence (FLIPR); percent of saturating CRF peptide response;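 active = activation of at least 50%, plus an integration ratio under a set limit after plate pattern correction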;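 note: plate controls were neutral control wells without compound for no effect and CRF at EC100 for full effect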
CRFBP-R2 block: blocks CRF-induced signaling of the CRF-BP/CRF-R2 complex; HEK293 CRF-R2/CRF-BP, CRF-induced calcium fluorescence; inhibition, % at 11.8 µM; hit rate 0.59% among 350,000; AID 588475;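 active = inhibition of the ligand-induced calcium signal above about 50% at the single tested concentration, limit read from the data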
CHRM4 antagonist: CHRM4 antagonism in calcium assay; P08173; CHO-hM4 cells, ACh EC80, Fluo-8 calcium fluorescence; inhibition, % at 3 µM; hit rate 0.73% among 360,000;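 active = inhibition above its plate's cutoff, the mean inhibition of sample wells plus 3 SD, cut at about 27% in these data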;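 note: 0% = acetylcholine EC80 with DMSO and 100% = DMSO without agonist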
CHRM5 agonist: CHRM5 agonism in calcium assay; activation, % at 3 µM; CHO-K1 hM5 cells, Fluo-8 calcium fluorescence; 0% DMSO wells, 100% maximal acetylcholine response; P08912; hit rate 0.19% among 360,000; AID 624037;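 active = activation above the run's mean over test compounds plus 3 SD, cut at about 23% in these data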;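 note: signal is peak over basal fluorescence ratio across the kinetic read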
Target sequence (P08912 whole entry, looked up): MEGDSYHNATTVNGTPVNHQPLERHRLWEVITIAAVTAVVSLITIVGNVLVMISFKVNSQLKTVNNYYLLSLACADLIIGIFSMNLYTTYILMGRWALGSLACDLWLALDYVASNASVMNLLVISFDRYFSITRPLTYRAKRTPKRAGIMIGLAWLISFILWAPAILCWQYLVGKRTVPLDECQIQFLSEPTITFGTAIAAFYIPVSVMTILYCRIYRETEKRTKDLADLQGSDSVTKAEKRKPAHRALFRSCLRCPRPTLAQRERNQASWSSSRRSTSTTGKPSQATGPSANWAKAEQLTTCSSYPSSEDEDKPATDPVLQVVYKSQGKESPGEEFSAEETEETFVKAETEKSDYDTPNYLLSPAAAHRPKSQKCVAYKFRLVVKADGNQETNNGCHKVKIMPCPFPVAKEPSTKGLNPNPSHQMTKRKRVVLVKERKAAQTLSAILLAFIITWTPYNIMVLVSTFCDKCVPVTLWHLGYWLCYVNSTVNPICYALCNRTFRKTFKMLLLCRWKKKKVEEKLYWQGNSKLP
CHRM5 PAM: positive allosteric modulators of human muscarinic M5 receptor; P08912; CHO-K1 hM5, Fluo-8 calcium, ACh EC20 PAM; 0% = ACh EC20, 100% = ACh EC100; activation, % at 3 µM; hit rate 0.3% among 360,000;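 active = activation above the run cutoff, the mean activation of all test compounds plus 3 SD, cut at about 18% in these data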
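Assay system: CHO-K1 hM5 cells. Also added: acetylcholine at EC20 concentration, added after compound. Dosing: 3 µM, single dose. Times: compound preincubation 140 s before EC20 acetylcholine addition. Signal: Fluo-8 calcium fluorescence. Measure: % activation relative to EC20 and EC100 ACh responses. Repeats: singlicate, one well per test compound.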
M5 antag: CHRM5 antagonism in calcium assay | P08912 | CHO-hM5 cells, Fluo-8 calcium fluorescence, ACh EC80 | inhibition, % at 3 µM | hit rate 0.59% among 360,000 | AID 624040;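 active = inhibition above a per-plate cutoff, the mean of that plate's test compounds plus 3 SD, cut at about 27% in these data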;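 note: 0% = acetylcholine EC80 with DMSO and 100% = DMSO without agonist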
Numbers without * were called inactive; . = not tested or not shown. Compounds as they come, and some 2.9% of all compounds hit somewhere here.

SMILES	CHRM4 PAM	M4 ag	IDE inh	CRFR2-BP ag	CRFBP-R2 block	CHRM4 antagonist	CHRM5 agonist	CHRM5 PAM	M5 antag
CCOc1cc(C(=O)NC(C)COC)cc(OCC)c1OCC (stereo unspecified)	22.0	0.0	-3.9	-1.3	-4.5	5.8	-3.0	-0.1	-4.2
Cn1nc2sc3ccccc3n2c(=O)c1=O	2.7	1.0	5.1	6.4	-27.4	1.1	-0.4	5.0	2.4
CCc1ccc(NC(=O)CSc2nnc(CNC(=O)c3ccco3)o2)cc1	0.6	3.0	3.5	-0.7	15.9	1.0	-0.1	1.1	-4.9
COC(=O)c1cc(NC(=O)C2COc3ccccc3O2)cc(C(=O)OC)c1 (stereo unspecified)	-6.3	3.5	4.2	0.5	-13.1	-3.3	1.4	3.0	0.8
CCCCCC(=O)N1C[C@@H](n2cc(COC(=O)c3ccccc3)nn2)[C@H](O)C[C@@H]1c1ccc(OC)cc1	-4.8	9.2	.	-0.2	-17.6	-7.1	-0.8	-6.5	5.6
Cc1cccc(C)c1NC(=O)C1(C)CN(S(C)(=O)=O)CC(=O)N1CCc1c[nH]c2ccccc12 (stereo unspecified)	0.0	2.0	.	.	.	-12.2	2.1	-5.0	8.4
CC(NCc1ccc(S(N)(=O)=O)cc1)C(=O)NCc1ccccc1 (stereo unspecified)	-0.4	-0.2	-1.3	0.2	-0.2	7.9	-1.0	3.6	5.8
C/C(=C\c1ccccc1)C(=O)Nc1nc2ccc([N+](=O)[O-])cc2s1	-2.1	0.8	3.4	1.7	-33.5	2.9	-0.3	-4.1	8.3
COc1ccc(CNC(=O)C2CCN(S(=O)(=O)c3ccc4c(c3)CC(C)N4C(C)=O)CC2)cc1 (stereo unspecified)	-0.6	6.3	4.7	-0.8	30.0	-4.8	-0.8	-2.6	-4.0
CCCOc1ccc(C(=O)CCNc2ccc(C)c(Cl)c2)cc1	-6.4	0.1	0.5	-1.4	-4.6	-3.3	2.4	0.2	0.9
O=C(CSc1ncnc2ccccc12)NCCc1ccccc1	0.3	2.7	-0.6	-2.1	18.7	-0.4	4.5	-3.0	-4.0
CC(=O)N/N=C/c1cc(C(C)C)cc(/C=N/NC(C)=O)c1O	5.2	0.5	22.6*	92.1*	-47.5	-1.3	-0.2	10.4	-8.1
CCCS(=O)(=O)NC(=O)C1(C)CCN(C(=O)c2ccc(C(F)(F)F)cc2)C1 (stereo unspecified)	-1.4	0.0	.	.	.	0.4	-0.1	0.1	1.9
CCCn1c(=N)n(CC(=O)c2ccc(Cl)cc2)c2ccccc21	3.7	-2.2	-2.4	-0.3	-1.4	-13.5	-5.7	-5.2	8.7
CCCCCCC(=O)N1CCCC(c2nc(-c3cccc(OC)c3)no2)C1 (stereo unspecified)	-1.3	-1.0	-2.4	1.4	-11.6	-9.2	-5.0	3.8	-2.6
Cc1ccc(S(=O)(=O)Nc2ncccn2)cc1	0.2	0.0	-2.3	-0.9	-1.9	2.8	2.7	2.3	11.2
CC(C)Oc1nc(-c2ccccc2O)nc2ccccc12	15.3	0.9	-1.7	-0.9	-19.4	-1.2	1.6	1.2	-1.6
COc1ccc(NC(=O)CN2C(=O)CSc3ccc(S(=O)(=O)N4CCC(C)CC4)cc32)cc1	-3.5	0.4	4.9	0.1	-11.6	-8.1	-6.3	-2.1	-4.7
CCOC(=O)c1sc2nc(C)nc(Nc3ccc(OC)c(OC)c3)c2c1C	-7.5	5.4	8.0	1.2	-11.9	-3.6	2.5	-3.3	-0.4
CN(C(=O)COC(=O)c1cccnc1Nc1cccc(C(F)(F)F)c1)C1CCS(=O)(=O)C1 (stereo unspecified)	-3.3	4.7	-2.9	-1.3	9.6	-15.1	4.7	4.1	-3.1
C=CC[C@@H](Cc1ccc(F)cc1)C(=O)OC[C@@H]1CCCN1C(=O)[C@@H](CC=C)CC(=O)NCCO	0.2	2.6	-1.4	-1.4	3.1	8.4	-0.1	-1.3	9.0
COc1ccc(C(C)NC(=O)c2ccc(Br)cc2)cc1OC (stereo unspecified)	-1.1	0.8	-1.0	-0.5	26.6	6.0	-1.9	-4.3	-0.8
CN(CC(=O)NC1CC1)S(=O)(=O)c1ccc(Br)cc1	11.7	0.8	3.4	0.4	-1.8	-19.4	-1.2	11.5	-6.6
CC(C)CCn1c(=O)c2ccccc2n2c(CN(C)Cc3ccccc3)nnc12	-2.8	3.1	4.8	-1.1	0.2	-6.4	1.0	-5.0	-2.0
Cc1ccc(CNC(=O)c2cccc3c2C(=O)c2ccc(N4CCOCC4)cc2S3(=O)=O)cc1	1.8	9.9	-0.1	10.7	18.5	2.6	0.9	-8.8	7.8
O=C(NC(=S)N1CCN(c2ccc([N+](=O)[O-])cc2)CC1)c1ccccc1Cl	-3.8	5.0	2.3	1.0	0.6	-2.8	3.5	-2.9	4.8
CCOC(=O)C1=NOC(CNC(=O)c2ccccc2Cl)C1 (stereo unspecified)	1.1	2.1	3.0	-1.6	4.9	-0.3	-0.7	-5.0	-3.1
COC(=O)C1(c2ccccc2)NC(c2ccc(O)cc2)C2C(=O)N(c3ccc4c(c3)OCO4)C(=O)C21 (stereo unspecified)	9.0	3.2	-3.3	0.0	-3.2	-4.9	2.2	-4.5	12.3
CCOC(=O)c1nn(C23CC4CC(CC(C4)C2)C3)c2c1C(=O)N(c1ccc(C)cc1)C2=O	8.0	-0.4	1.6	1.4	-4.9	9.2	-0.6	1.5	0.0
CCN1C[C@@H]2[C@@H]3C(=O)N(Cc4ccccc4)C(=O)[C@@H]3[C@](Cc3ccccc3)(C1=O)N2C(=O)c1ccccc1	-7.7	-0.1	.	1.4	-5.7	-1.6	0.6	-1.6	8.8

Record cards, as listed above.
O=C(NC(=S)N1CCN(c2ccc([N+](=O)[O-])cc2)CC1)c1ccccc1Cl is listed with CHRM4 PAM = -3.8; M4 ag = 5.0; IDE inh = 2.3; CRFR2-BP ag = 1.0; CRFBP-R2 block = 0.6; CHRM4 antagonist = -2.8; CHRM5 agonist = 3.5; CHRM5 PAM = -2.9; M5 antag = 4.8
CC(C)CCn1c(=O)c2ccccc2n2c(CN(C)Cc3ccccc3)nnc12 is listed with CHRM4 PAM = -2.8; M4 ag = 3.1; IDE inh = 4.8; CRFR2-BP ag = -1.1; CRFBP-R2 block = 0.2; CHRM4 antagonist = -6.4; CHRM5 agonist = 1.0; CHRM5 PAM = -5.0; M5 antag = -2.0

(continued)
SMILES	CHRM4 PAM	M4 ag	IDE inh	CRFR2-BP ag	CRFBP-R2 block	CHRM4 antagonist	CHRM5 agonist	CHRM5 PAM	M5 antag
N#Cc1ccc(CSc2nnc3ccccn23)cc1	-6.4	0.6	-5.8	-2.3	19.8	-10.4	1.6	-0.1	5.5
CCc1ccc(C(=O)Nc2ccc3nc(C)ccc3c2)cc1	5.5	2.8	2.7	-2.8	5.3	-7.9	-6.8	1.9	3.7
Cc1ccc(SCC(=O)NC(=O)NCc2ccccc2)c(C)c1	-7.3	-1.6	-0.8	-0.2	-7.9	-9.7	-6.4	-2.7	-2.8
COC(=O)C[C@@H]1C[C@@H]2c3cc(NS(=O)(=O)c4ccccc4)ccc3O[C@@H]2[C@@H](CO)O1	4.2	7.5	.	0.5	2.8	-16.2	1.4	0.7	9.9
Cc1cc(=O)oc2cc(OCC(=O)N3CCN(c4ccc(F)cc4)CC3)ccc12	5.3	9.5	6.5	-1.3	-2.7	-28.4	-1.8	-5.2	-3.2
CC(C)(C)OC(=O)C[C@@H]1C/C=C\C[C@@H](CC(=O)NCCO)C(=O)N[C@H](Cc2c[nH]c3ccccc23)COC1=O	1.6	0.3	3.8	-0.2	3.5	2.5	-0.1	3.5	-2.2
COc1ccc(C(C)C)cc1-c1cc(C(=O)NCc2cc(C(F)(F)F)cc(C(F)(F)F)c2)[nH]n1	-3.0	-0.4	.	.	.	1.0	0.6	-1.3	7.8
O=C(COc1cccc(C(F)(F)F)c1)Nc1cccnc1	0.8	2.8	1.1	-0.7	3.0	-2.0	-1.4	-8.1	21.1
CCn1c(=O)c(C(=O)NNC(=O)c2ccccc2Cl)c(O)c2ccccc21	2.1	54.4*	6.2	48.1	-0.9	-7.4	14.3	-1.0	4.8
O=C(O)c1ccc(C2SCC(=O)N2Cc2ccccc2)cc1 (stereo unspecified)	2.3	1.4	1.3	0.9	-4.5	0.3	0.2	1.7	-0.2
COc1cccc(CNC(=O)[C@@H]2CCCN2C(=O)[C@H]2CCCCN2C(=O)c2c(F)cccc2F)c1	0.5	5.1	.	.	.	-1.0	1.5	0.2	2.7
NC(=O)COc1ccc(/C=N\NC(=O)CC(=O)NCCc2ccccc2)cc1	-1.8	1.0	-5.1	0.6	0.1	-8.3	-3.1	0.3	-0.8
CC1CCC(C(C)C)C(OC(=O)COC(=O)c2ccc(=O)[nH]c2)C1 (stereo unspecified)	-3.4	0.2	1.0	0.4	-10.3	2.4	2.6	-6.5	13.7
CCN(C(=O)COC(=O)CNS(=O)(=O)c1ccc(SC)c([N+](=O)[O-])c1)C1CCCCC1	4.3	9.9	-6.2	-1.3	2.6	-16.4	-0.1	-10.8	11.9
C=C1CCN([C@@H](Cc2ccccc2)C(=O)NCc2ccc(Cl)c(Cl)c2)S(=O)(=O)c2ccccc21	3.9	2.8	3.4	7.8	0.0	-1.3	1.2	-0.7	2.9
CCOC(=O)/C(C#N)=C\c1ccc(CC)s1	4.3	-1.0	0.1	-0.8	2.4	-2.5	-12.1	1.3	-6.7
COc1ccc(S(=O)(=O)Nc2cc3c(C(C)=O)c(C)oc3c3ccccc23)cc1	5.9	-0.5	0.0	0.2	-1.0	-0.9	-9.9	-7.0	-0.8
C[C@H](CO)N1C[C@H](C)[C@@H](CN(C)Cc2ccc(Cl)c(Cl)c2)Oc2c(NS(=O)(=O)c3cccs3)cccc2C1=O	7.3	4.7	4.5	1.2	-6.6	-8.8	5.3	-13.1	14.8
O=C(O)CN1C(=O)/C(=C\C(Br)=C\c2ccccc2)SC1=S	-5.3	1.9	3.6	0.6	4.1	-1.1	0.3	-1.8	8.8
CN(C)c1ccc(/C=C/C(=O)c2ccc(O)cc2)cc1	-11.6	51.4*	.	156.0*	-111.7	23.6	228.9*	-40.1	49.9*
CC(C)CN(CC(C)C)CC(O)COc1ccccc1Br (stereo unspecified)	-3.2	-1.9	-2.2	4.0	-39.8	10.2	-5.0	-4.1	7.3
Cc1ccc(S(=O)(=O)NC(=O)c2cc(C)n(CCCn3ccnc3)c2C)cc1	-1.9	0.0	3.5	-1.5	17.5	-2.7	-2.2	-4.1	1.9
Cc1ccc(S(=O)(=O)NCC(=O)OCc2csc(-c3ccccc3)n2)cc1	-1.2	6.0	5.2	-3.2	-11.1	-0.2	-0.4	-9.9	4.1
CC(=O)NCCNc1nc2cc(-c3cnn(CCC(C)C)c3)sc2c(=O)n1C	2.9	8.7	.	.	.	-29.1	1.5	-3.0	-4.2

Another view of some results above.
| molecule | CHRM4 PAM | M4 ag | IDE inh | CRFR2-BP ag | CRFBP-R2 block | CHRM4 antagonist | CHRM5 agonist | CHRM5 PAM | M5 antag |
| --- | --- | --- | --- | --- | --- | --- | --- | --- | --- |
| CC(C)CN(CC(C)C)CC(O)COc1ccccc1Br (stereo unspecified) | -3.2 | -1.9 | -2.2 | 4.0 | -39.8 | 10.2 | -5.0 | -4.1 | 7.3 |
| Cc1ccc(S(=O)(=O)NC(=O)c2cc(C)n(CCCn3ccnc3)c2C)cc1 | -1.9 | 0.0 | 3.5 | -1.5 | 17.5 | -2.7 | -2.2 | -4.1 | 1.9 |
